D1 agonist – Allosteric Agonists of the Human D1 Dopamine Receptor: qHTS; actives 1% (n = 360,000); activation, % at 2 µM; HEK293 T-REx D1 cells, calcium flux, agonist mode; D(1A) dopamine receptor (Homo sapiens), P21728; in the data active = activation above about 30%; also: 0% is about no effect
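Tetracycline-induced HEK293 TREx D1 cells, force-coupled to calcium signalling, were dye-loaded with a no-wash calcium kit. Compound was pin-added after a 10 s baseline. Fluorescence was read kinetically at 1 cycle/s for 180 s, with calcium rises flagged as agonism.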
D2 potentiator – HTS Assay for Positive Allosteric Modulators of the Human D2 Dopamine Receptor: Primary Screen for Potentiators | D(2) dopamine receptor (Homo sapiens), P14416 | HEK293 T-REx D2, calcium flux, EC20 dopamine potentiation | actives 0.34% (n = 340,000) | potentiation, % at 10 µM | AID 485347, 2010;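 active = potentiation over 3 SD above the plate norm, cut at about 30% in these data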; also: 0% is about no effect
Target sequence (P14416 whole entry, looked up): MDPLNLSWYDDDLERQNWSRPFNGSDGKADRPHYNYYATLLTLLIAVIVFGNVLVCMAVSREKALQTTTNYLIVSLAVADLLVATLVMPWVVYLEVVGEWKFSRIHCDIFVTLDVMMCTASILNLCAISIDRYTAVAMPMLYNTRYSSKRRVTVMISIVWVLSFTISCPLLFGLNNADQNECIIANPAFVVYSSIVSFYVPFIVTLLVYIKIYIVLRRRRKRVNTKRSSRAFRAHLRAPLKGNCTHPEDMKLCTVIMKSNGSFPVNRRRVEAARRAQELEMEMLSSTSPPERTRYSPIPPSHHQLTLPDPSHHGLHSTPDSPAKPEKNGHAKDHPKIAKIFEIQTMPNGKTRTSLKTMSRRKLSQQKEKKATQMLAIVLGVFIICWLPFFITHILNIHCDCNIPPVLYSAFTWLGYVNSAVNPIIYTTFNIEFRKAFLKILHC
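Calcium flux readout, no-wash dye, 1 read/s. Inducible HEK293 Trex D2 line, overnight 30 C. Compound alone 180 s (agonist flags), then EC20 dopamine, another 180 s to score potentiation.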
Vif-A3G inh – qHTS for Inhibitors of Vif-A3G Interactions: qHTS; actives 0.076% (n = 410,000); DNA dC->dU-editing enzyme APOBEC-3G (Homo sapiens), Q9HC16; HeLa A3G-eYFP + Vif (tagged APOBEC3G with the HIV-1 protein that degrades it), YFP fluorescence, overnight; Potency, µM (titrated, usually from 46.1 µM), inactives show at the highest dose activity, negative = active, actives largely listed as inhibitors;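 also: potency is read from the fitted curve at half-maximal effect; % is scaled to controls: 0 for no effect and ±100 for the full control effect; nearly all actives have a fitted effect of over 60% in size; hits raise eYFP signal because A3G escapes Vif-driven loss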
Target sequence (Q9HC16 whole entry, looked up): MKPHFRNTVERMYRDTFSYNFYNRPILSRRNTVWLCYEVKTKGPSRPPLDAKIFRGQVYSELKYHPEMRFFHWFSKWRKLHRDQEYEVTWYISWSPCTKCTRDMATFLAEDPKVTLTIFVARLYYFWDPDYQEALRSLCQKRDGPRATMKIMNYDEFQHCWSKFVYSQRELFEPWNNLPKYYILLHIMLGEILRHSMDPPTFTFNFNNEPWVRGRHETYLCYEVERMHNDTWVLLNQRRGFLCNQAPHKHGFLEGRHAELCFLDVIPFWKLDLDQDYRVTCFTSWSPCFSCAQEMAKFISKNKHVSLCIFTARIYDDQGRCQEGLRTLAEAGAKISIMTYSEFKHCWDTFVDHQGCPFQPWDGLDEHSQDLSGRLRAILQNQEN
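Read-out is eYFP fluorescence (Ex 488/Em 500-530) from Vif-expressing HeLa A3G-eYFP cells; more signal means A3G escaped Vif-mediated degradation. Cells plated overnight, compound pinned in, incubated overnight at 37 deg C.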
D1 antagonist – Antagonist of Human D 1 Dopamine Receptor: qHTS | D(1A) dopamine receptor (Homo sapiens), P21728 | HEK293 TREx D1 cells, calcium flux, dopamine EC80; hits give low values | activity change, negative = inhibition, % at 10 µM | actives 3.2% (n = 360,000) | AID 504652, 2011; in the data active = activity change below about -30%; also: % is scaled to controls: 0 for no effect and ±100 for the full control effect
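Using tetracycline-induced force-coupled D1 Hek293 cells and a calcium dye, signals were followed for 180 s after compound, then for 180 s after EC80 dopamine, to detect inhibitors.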
Glioma ERSR ind – qHTS for Inducers of the Endoplasmic Reticulum Stress Response (ERSR) in Human Glioma: qHTS; U87-MG GRP78 promoter luciferase reporter, 16 h; Potency, µM, inactives show top-dose activation, actives largely listed as activators; actives 0.02% (n = 420,000); AID 602332, 2012; also: potency is read from the fitted curve at half-maximal effect; series mostly up to about 76 µM; % of control where 0% means no effect; nearly all actives have a fitted effect of over 35% in size
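Stably transfected U87-MG glioma cells carrying a GRP78-based luciferase sensor; 16 h compound incubation. Luminescence end-point read 10 min after Bright-Glo addition at room temperature.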
D1 potentiator – Potentiators of Human D1 Dopamine Receptor: qHTS; HEK293 TREx D1 cells, calcium flux, dopamine EC20 potentiation; potentiation, % at 10 µM; actives 0.036% (n = 360,000); in the data active = potentiation above about 30%; also: 0% is about no effect
Vif-APOBEC3F blk – qHTS for Inhibitors of Vif-A3F Interactions: qHTS; AID 602313, 2012; HeLa A3F-eYFP + Vif (tagged APOBEC3F with the HIV-1 protein that degrades it), YFP fluorescence increase; Potency, µM (series often up to 46.1 µM), for the others: at the highest dose activity, negative = active; actives 0.2% (n = 390,000); also: potency is read from the fitted curve at half-maximal effect; % of control where 0% means no effect; nearly all actives have a fitted effect of over 65% in size
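Fluorescence increase (Ex 488/Em 500-530) after overnight compound treatment at 37 deg C flags inhibition of Vif-driven A3F-eYFP loss in stable HeLa A3F-eYFP/Vif cells seeded overnight beforehand.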
RXFP1 antagonist – qHTS Assay for Antagonists of the Relaxin Receptor RXFP1 | HEK293-RXFP1, relaxin-stimulated cAMP HTRF, 30 min; hits give low values | activity change, negative = inhibition, % at 57.5 µM | actives 0.59% (n = 350,000) | AID 1259400, 2018;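 active = activity change of -60% or lower, but not beyond a set lower limit; inconclusive = change between -60% and -40%, or beyond the set limit; inactive = change above -40%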; also: % is scaled to controls: 0 for no effect and ±100 for the full control effect
RXFP1 agonist – qHTS Assay for Agonists of the Relaxin Receptor RXFP1; HEK293T-RXFP1 cAMP TR-FRET, 30 min; response scale: percent of porcine relaxin response, buffer zero; Potency, µM (top dose mostly 57.5 µM), inactives show at the top dose activation, usual class: activators; actives 0.3% (n = 370,000); AID 2676, 2010; also: potency is read from the fitted curve at half-maximal effect; % is scaled to controls: 0 for no effect and ±100 for the full control effect; nearly all actives have a fitted effect of over 60% in size; many of its hits are not listed in these tables
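Agonist response is measured as cAMP accumulation in an RXFP1-transfected HEK293T line under PDE4 inhibition. Values are scaled between buffer-only and 29 nM porcine relaxin, and EC50s come from standard Hill equation fits.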
Numbers without * were called inactive; ? = inconclusive; . = no result given; & = joins results of further samples. Unless noted, calls follow the shape of the dose curve; as a rule, active = well fitted curve in the direction sought with a large enough effect; inconclusive = small, poorly fitted or top-dose-only effect, or another doubt; inactive = no such curve, though single readings can be large; an effect the other way counts as inactive or inconclusive. The list is partial; rates above refer to the full screens.

SMILES	D1 agonist	D2 potentiator	Vif-A3G inh	D1 antagonist	Glioma ERSR ind	D1 potentiator	Vif-APOBEC3F blk	RXFP1 antagonist	RXFP1 agonist
Cc1ccccc1-n1c(SCc2c(C)noc2C)nnc1-c1cccnc1	11	1	2%	-6	-4%	5	-5%	-4	3.9%
CN(C)c1ccc(CN(C(=O)c2cccs2)C2CCS(=O)(=O)C2)cc1 (configuration not stated)	-4	11	-5%	16	-4%	0	8%	-7	-2.0%
O=C(NCCCN1CCCC1=O)c1cccc(S(=O)(=O)Nc2ccc(Br)cc2)c1	3	.	1%	-24	-6%	-4	-10%	-7	-0.8%
CN(C)CCNC(C(=O)Nc1cccc(S(=O)(=O)N2CCOCC2)c1)c1ccccc1 (configuration not stated)	0	-9	-10%	-15	-3%	-1	0%	1	0.0%
O=C1C=C(O)CC(c2cccs2)C1 (configuration not stated)	4	7	-4%	7	-3%	5	-6%	22	0.3%
Cc1ccc(-n2[nH]c(C)c(/C=N/c3cccc(C)n3)c2=O)cc1	3	-2	2%	-3	-3%	1	2%	12	1.2%
O=C(CSc1nnc(-c2cccs2)n1-c1ccccc1)NCc1ccc2c(c1)OCO2	1	12	1%	11	-2%	3	.	-7	3.2%
CCOc1ccc(CCNC(=O)CCn2c(=O)c3cccn3c3cccnc32)cc1	-2	-4	3%	5	-3%	-1	0%	9	13%
N#C/C(=C\c1ccc(Br)cc1)c1nc(-c2cc3cc(Br)ccc3oc2=O)cs1	-2	3	1%	-12	-3%	0	-3%	-6	2.3%
Cc1ccc(C(=O)NN2C(=O)C3C4c5ccccc5C(c5ccccc54)C3C2=O)cc1 (configuration not stated)	1	-5	-7%	1	-5%	2	9%	-3	0.6%
CCc1nc(SCc2ccccn2)c2c(=O)n(C)c(=O)n(C)c2n1	1	9	1%	16	-6%	3	0%	3	1.8%
O=C(O)C1=C[C@H](c2ccc(F)cc2)C[C@H](OCCCCO)O1	3	5	2%	2	-1%	-3	0%	.	-5.1%
CC(=O)c1cccc(N(CC(=O)Nc2ccc(S(=O)(=O)N3CCCC3)cc2)S(C)(=O)=O)c1	2	10	-1%	-2	-3%	-1	5%	-16	3.2%
COc1cc(OC)cc(-c2n[nH]c(=S)n2-c2ccc3c(c2)OCO3)c1	1	.	0%	-2	-2%	12	-3%	-16	9.9%
COc1ccc(Cn2c(CCC(=O)Nc3ccc(C)cc3)nc3cccnc32)cc1	8&6	25&15	0%&-6%	-9&14	-4%&-7%	2&-2	3%	-11&-6	0.1%&-0.4%
Cc1cccc(C)c1NC(=O)CCCCCNS(=O)(=O)c1ccccc1	1	-3	-4%	0	-3%	3	4%	-6	0.1%
Cc1cc(C)n(CC(=O)c2ccc(Br)cc2)c(=O)c1C#N	1	-11	2%	17	-3%	-14	-5%	-3	-0.5%
O=C(CSc1ncnc2c1oc1ccccc12)OCc1ccccc1	12	20	6%	-6	-3%	6	-2%	3	17%
Cc1ccccc1NS(=O)(=O)c1cccc(-c2nnc(-c3ccccc3)o2)c1	4	-1	1%	-2	-3%	-2	-1%	-9	-1.7%
CC(=O)Nc1ccc(-c2csc(NC(=O)CCCc3cccs3)n2)cc1	2	2	-4%	7	-3%	5	-7%	-6	-0.2%
COc1ccc(C(CC(=O)c2ccc(C)cc2)C(C#N)C#N)cc1OC (configuration not stated)	4	-1	-13%	-13	-6%	-10	6%	-9	2.6%
COc1ccc(NC(=O)C(=O)NCC2CCCN2S(=O)(=O)c2cccs2)cc1 (configuration not stated)	2	-4	?	-7	-5%	-13	5%	-4	1.2%
COc1ccc(N2CCN(C(=O)c3cn(CC(C)C)c(=O)c4c3c3ccccc3n4C)CC2)cc1	10	0	2%	5	-2%	0	1%	-29	4.2%
COc1ccc2ccc(O)c(CN(C)CC(=O)Nc3ccccc3C(F)(F)F)c2c1	1	-4	-9%	-2	2%	.	-7%	-18	1.6%
CC1CCN(C(=O)c2ccc3c(Cl)c4c(nc3c2)CCCC4)CC1	3	18	2%	-5	4%	-1	-1%	1	3.8%

Gathered by group: the compounds so far with fluorine.
SMILES	D1 agonist	D2 potentiator	Vif-A3G inh	D1 antagonist	Glioma ERSR ind	D1 potentiator	Vif-APOBEC3F blk	RXFP1 antagonist	RXFP1 agonist
O=C(O)C1=C[C@H](c2ccc(F)cc2)C[C@H](OCCCCO)O1	3	5	2%	2	-1%	-3	0%	.	-5.1%
COc1ccc2ccc(O)c(CN(C)CC(=O)Nc3ccccc3C(F)(F)F)c2c1	1	-4	-9%	-2	2%	.	-7%	-18	1.6%

Compound profiles, as listed above. Screens in order: D1 agonist, D2 potentiator, Vif-A3G inh, D1 antagonist, Glioma ERSR ind, D1 potentiator, Vif-APOBEC3F blk, RXFP1 antagonist, RXFP1 agonist
Shown for Cc1ccc(-n2[nH]c(C)c(/C=N/c3cccc(C)n3)c2=O)cc1 : 3, -2, 2%, -3, -3%, 1, 2%, 12, 1.2%
Shown for Cc1cc(C)n(CC(=O)c2ccc(Br)cc2)c(=O)c1C#N : 1, -11, 2%, 17, -3%, -14, -5%, -3, -0.5%
Shown for CC1CCN(C(=O)c2ccc3c(Cl)c4c(nc3c2)CCCC4)CC1 : 3, 18, 2%, -5, 4%, -1, -1%, 1, 3.8%

Next compounds follow.
SMILES	D1 agonist	D2 potentiator	Vif-A3G inh	D1 antagonist	Glioma ERSR ind	D1 potentiator	Vif-APOBEC3F blk	RXFP1 antagonist	RXFP1 agonist
CCCCCCN1C[C@H](n2cc(COC(=O)c3ccccc3)nn2)[C@@H](O)C[C@@H]1c1ccccc1	.	.	2%	.	-9%	.	-4%	-1	.
Cc1ccc(NC(=O)COC(=O)c2ccc(Cl)cc2)cc1S(=O)(=O)N(C)C	8	-4	-1%	-6	-5%	1	-1%	1	0.5%
CCOc1ccc(CN(CCO)CCO)cc1C(=O)OC	1	-6	0%	0	-2%	-4	-1%	-13	1.7%
CCOC(=O)C1=C(CS(=O)(=O)c2ccc(C)cc2)NC(=O)NC1c1cc(OC)c(OC)c(OC)c1 (configuration not stated)	-1	-11	4%	31	-2%	4	-6%	8	0.8%
CCCCN(C)C(=O)c1cn(C)c2ccc(S(=O)(=O)N(C)C)cc2c1=O	3	-4	0%	-14	-2%	-5	-8%	7	0.1%
COc1ccc(NC(=O)CSc2nc(-c3ccccc3)cc(-c3cc(OC)c(OC)c(OC)c3)c2C#N)c(OC)c1	33*	.	1%	4	-3%	6	-13%	-2	-0.9%
CCn1c(=NC(=O)c2ccc3c(c2)OCCO3)sc2c(C)ccc(OC)c21	1	12	6%	-2	-2%	1	6%	12	?
COc1ccccc1COCC(O)CN1CCCCC1CO (configuration not stated)	3	-3	-6%	1	-2%	-3	2%	-4	-2.3%
CN(C)C(CNC(=O)c1cccc(S(=O)(=O)NCc2ccccc2)c1)c1ccco1 (configuration not stated)	5	-21	-3%	-2	-1%	-3	-26%	-4	0.2%
Cc1ccc(-c2n[nH]c(=S)n2/N=C\c2ccco2)cc1	1	-2	1%	-17	-5%	-3	-6%	-10	0.2%
Fc1ccc2c(c1)C(c1ccncc1)=NNC(c1cccnc1)=N2	6	17	-3%	-5	0%	-2	-4%	-1	-3.1%
Cc1ccc(NC(=O)c2ccc(COc3ccccc3[N+](=O)[O-])o2)nc1	0	-1	-7%	-1	4%	-6	-1%	-11	-0.6%
O=C(N/N=C\C=C\c1ccc([N+](=O)[O-])o1)c1cccs1	7	8	10µM*	5	3%	-7	?	?	5.4%
O=C(c1ccc(Cl)c(S(=O)(=O)N2CCOCC2)c1)N1CCN(c2ccccc2)CC1	0	5	2%	12	3%	-5	9%	0	-3.2%
Cc1cc(C(=O)N2CCN(c3ccccc3)CC2)c(C)o1	0	-6	0%	-5	2%	2	-12%	13	1.5%
COc1cc(NS(=O)(=O)c2ccc(NC(=O)c3cccs3)cc2)nc(OC)n1	3	.	0%	10	-6%	-3	10%	0	-0.4%
COc1ccc(NC(=S)N/N=C/c2ccc(F)cc2)cc1OC	0	-8	0%	-24	?	-4	-14%	-3	-2.3%
COc1cccc(C(=O)COc2ccccc2N2C(=O)C3C4C=CC(C4)C3C2=O)c1 (configuration not stated)	0	8	3%	-23	-5%	-4	-1%	21	-0.5%
CCOc1ccc(Cn2c(CNS(=O)(=O)c3ccc([N+](=O)[O-])cc3)nc3cccnc32)cc1	4	8	-4%	-3	0%	-4	2%	-5	2.6%
CCCNC(=O)c1cc(Cl)c(NC(=O)C2=CSCCO2)cc1OC	1	17	-7%	2	6%	-6	-7%	6	0.7%
Cc1ccc(NC(=O)COC(=O)c2cc(C)nc3ccccc23)c([N+](=O)[O-])c1	0	3	3%	5	1%	11	3%	4	-3.0%

Quoted from the listing.
Value for Fc1ccc2c(c1)C(c1ccncc1)=NNC(c1cccnc1)=N2 under Vif-A3G inh: -3%
Value for O=C(c1ccc(Cl)c(S(=O)(=O)N2CCOCC2)c1)N1CCN(c2ccccc2)CC1 under Glioma ERSR ind: 3%
Value for COc1ccccc1COCC(O)CN1CCCCC1CO (configuration not stated) under D2 potentiator: -3
Value for O=C(N/N=C\C=C\c1ccc([N+](=O)[O-])o1)c1cccs1 under D1 antagonist: 5

Bioassay records as filed in PubChem BioAssay.
